TRPM1 prom inh: MITF TRPM1 promoter inhibition in SK-MEL-5 cells; SK-MEL-5 TRPM1 promoter luciferase, 24 h; inhibition, % at 12.5 µM; 330,000 tested, 0.83% active; AID 488899;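 active means mean inhibition across replicates of 60% or more, whatever share of single replicates reaches that level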; further: values of inactives mirror those of a sister screen read the other way
TWEAK-Fn14 inh: TWEAK-Fn14 signaling inhibition. TWEAK-stimulated Fn14 reporter cells, luciferase luminescence, 8 h. inhibition, % at 10 µM. 360,000 tested, 2% active. AID 1159606; in the data active means inhibition above about 50%
NR2E3 ag-1: human photoreceptor-specific nuclear receptor agonism | CHO-S Gal4-NCOR/VP16-NR2E3 two-hybrid, luciferase | inhibition of corepressor binding, % at 3.98 µM | 360,000 tested, 0.35% active | AID 602229;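 active means inhibition above the mean of all tested compounds plus 3 SD, cut at about 70% in these data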;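 further: 0% = DMSO with NR2E3 transfected cells and 100% = cells lacking NR2E3 construct; higher means lower luciferase signal from less NR2E3 corepressor binding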
Target sequence (Q9Y5X4 whole entry, looked up, the tested form may be a part): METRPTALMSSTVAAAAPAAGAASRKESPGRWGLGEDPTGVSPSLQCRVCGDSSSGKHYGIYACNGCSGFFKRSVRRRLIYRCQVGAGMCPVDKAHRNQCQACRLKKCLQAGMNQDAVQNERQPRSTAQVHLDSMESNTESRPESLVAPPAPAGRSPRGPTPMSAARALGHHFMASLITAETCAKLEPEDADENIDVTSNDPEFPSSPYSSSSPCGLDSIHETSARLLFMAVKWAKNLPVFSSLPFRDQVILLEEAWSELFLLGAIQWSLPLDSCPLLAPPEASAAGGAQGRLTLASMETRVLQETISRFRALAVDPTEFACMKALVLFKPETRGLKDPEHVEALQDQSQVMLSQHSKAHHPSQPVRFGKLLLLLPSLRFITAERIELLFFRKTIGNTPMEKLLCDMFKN
TROY NFkB inh: TROY signaling inhibition; inhibition, % at 10 µM; Q293 LMP1-TROYcd NF-kB luciferase reporter, 4 h; AID 1347056; 360,000 tested, 0.98% active;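 active means compounds whose plate-normalised and pattern-corrected inhibition of the luciferase reporter signal at the single screening dose is 50% or more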
TRAIL sens C8: sensitizes caspase-8 expressing cells to TRAIL; inhibition (viability loss, TRAIL sensitization), % at 10 µM; NB7+C8 cells + TRAIL, ATPlite viability luminescence; 360,000 tested, 1% active;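 active means compounds causing at least 50% loss of cell viability in the single-dose screen, relative to plate controls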
Shn3 3UTR inh: Schnurri-3 reporter inhibition in Clone20 osteoblasts. 360,000 tested, 0.52% active. Clone20 osteoblast Shn3 3'UTR firefly luciferase, 24 h. AID 588674. inhibition, % at 12.5 µM;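 active means mean inhibition of at least 75% with every replicate also reaching 75%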;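 further: 0% = median of neutral control wells and 100% = pilot-screen positive control compound; some compounds past the cut are filed as inactive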
Peg3 prom inh: reduces Peg3 promoter-driven luciferase expression in HeLa. HeLa PEG-Prom luciferase reporter, luminescence, overnight. inhibition, % at 20 µM. 360,000 tested, 1.7% active. AID 588405;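 active means inhibition of at least 50% at 20 µM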
HIF-2a block: HIF-2a inhibition; 786-0 RCC cells HIF-2a reporter, luciferase luminescence, overnight; inhibition, % at 18.8 µM; 360,000 tested, 0.72% active; AID 624352;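 active means inhibition of the luminescence signal of 40% or more relative to plate controls, in a single-dose primary screen at 18.75 µM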
NR2E3 ag-2: NR2E3 (human) agonism. Q9Y5X4. inhibition of corepressor binding, % at 4.78 µM. AID 2300. 320,000 tested, 0.12% active. GST-NR2E3/biotin-RetCOR TR-FRET, 1536-well;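 active means percent inhibition above the cutoff of mean plus 3 SD of all tested compounds, set per screening campaign, cut at about 20% in these data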;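 further: 0% = DMSO wells and 100% = biotin wells as full block of FRET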
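Material: NR2E3–RetCOR corepressor complex / Amount: 1.35 nM GST-NR2E3 / Medium: Tris pH 7.5 / Compound: single nominal compound dose of 4.8 µM / Incubation: 5 h at 4 °C / Technique: TR-FRET, Eu(K)-anti-GST donor, streptavidin-D2 acceptor, ex 340, em 617/671 nm / Read-out basis: percent loss of FRET ratio relative to control wells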
KKLEB tox: CF airway cell cytotoxicity counter-screen | activity change (cytotoxicity), % at 5 µM | AID 602141 | KKLEB CF airway cells viability, ATPlite luminescence, overnight; hits give low values; cells stimulated with P. aeruginosa culture filtrate | 360,000 tested, 0.36% active;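 active means corrected activity change at or below -50% at 5 µM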
CF NFkB block: blocks PAF-induced NF-kB reporter in cystic fibrosis cells | KKLEB NF-kB-GFP reporter, GFP fluorescence overnight | inhibition, % at 5 µM | 360,000 tested, 0.86% active;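 active means at least 50% inhibition at 5 µM, scaled per plate between neutral and stimulator controls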;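 further: PAF is a Pseudomonas aeruginosa culture filtrate used as stimulus; plate controls were PAF-stimulated DMSO wells for no effect and unstimulated DMSO wells for full effect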
* hit, by the source's call; · = not tested or not shown.

The line under a structure holds: TRPM1 prom inh	TROY NFkB inh	TRAIL sens C8	NR2E3 ag-2	TWEAK-Fn14 inh	NR2E3 ag-1	CF NFkB block	KKLEB tox	HIF-2a block	Shn3 3UTR inh	Peg3 prom inh
1	Cc1ccc(Cl)cc1NC(=O)CN1CCN(C(=O)C2CCCO2)CC1 (stereo not drawn)
    10	14	22	2	-3	-9	5	8	5	-7	-9
2	O=C(NCCCn1ccnc1)C1CC(c2cccc(Br)c2)=NO1 (stereo not drawn)
    12	1	-2	6	-5	-13	-9	5	2	10	15
3	COC(=O)CCN(Cc1ccccc1)S(=O)(=O)c1ccccc1Br
    -4	-2	7	·	1	-15	19	-2	10	-4	-6
4	COc1cccc(-c2cnc3c(NC(C)=O)cc(-c4ccc(C(=O)NC5CC5)cc4)cn23)c1
    ·	6	5	·	16	-4	10	3	10	-12	6
5	N#C/C(=C\c1cccn1S(=O)(=O)c1ccccc1)S(=O)(=O)c1ccc(F)cc1
    ·	17	9	·	3	-15	5	-6	-2	-8	5
6	Cc1ccc(S(=O)(=O)N2CCOCC2)cc1NC(=O)COC(=O)c1cc(=O)[nH]c2ccccc12
    -4	5	8	0	-5	9	4	7	19	-19	-4
7	C[C@@H]1CN([C@H](C)CO)C(=O)CCCn2nncc2CO[C@H]1CN(C)Cc1ccccc1C(F)(F)F
    ·	-12	-13	·	12	-23	8	2	8	9	5
8	CN(C)C(CNC(=O)c1cc(S(=O)(=O)N2CCOCC2)ccc1Cl)c1cccs1 (stereo not drawn)
    -12	-25	-7	·	-6	-16	-18	7	-72	-13	-45
9	O=C(/C=C(O)/C=C/c1ccc(O)cc1)/C=C/c1ccc(O)cc1
    -10	-9	2	3	19	-6	-20	8	-19	1	-10
10	CC(=O)c1ccc(N2CCN(CC(=O)N(CC(C)C)c3c(N)n(CC(C)C)c(=O)[nH]c3=O)CC2)cc1
    10	-2	1	-4	0	-17	10	-2	-2	-11	-6
11	COc1ccc(-c2cc(C(F)(F)F)n3nc(C(=O)N4CCN5CCCC5C4)cc3n2)cc1OC (stereo not drawn)
    -5	7	3	6	21	7	5	5	14	-18	-20
12	Cc1ccccc1NC(=O)NC1(C(=O)N2CCOCC2)CCCCC1
    -9	2	5	3	12	-39	3	8	10	-9	0
13	Cc1[nH]c2ccccc2c1/C=N/NC(=S)NC(C)C
    9	-41	-2	-1	-5	-42	-30	5	-79	-14	-26
14	O=C(c1ccc2ncsc2c1)N1CCN(c2ccccc2Cl)CC1
    -15	-47	-8	-3	-29	-61	34	-6	-121	-32	-65
15	Cc1cc(C)c2[nH]c(=O)c(CN(CC3CCCO3)S(=O)(=O)c3ccc4c(c3)OCCO4)cc2c1 (stereo not drawn)
    10	3	2	2	-13	9	17	13	-55	10	8

Carrying on:
The line under a structure holds: TRPM1 prom inh	TROY NFkB inh	TRAIL sens C8	NR2E3 ag-2	TWEAK-Fn14 inh	NR2E3 ag-1	CF NFkB block	KKLEB tox	HIF-2a block	Shn3 3UTR inh	Peg3 prom inh
16	CN(C)c1ccc(N=Nc2ccccc2C(=O)OCC(=O)N(C)c2ccccc2)cc1
    -7	-27	32	0	6	-31	-13	0	-137	-15	-88
17	CCCC1=C(C(=O)OCC)C(c2ccc(F)cc2)n2ncnc2N1 (stereo not drawn)
    -17	5	-16	2	12	-10	-8	-6	1	5	14
18	CCOC(=O)[C@H]1[C@H]2COc3ccc(OC)cc3[C@@H]2N2C(=O)c3cc(OC)ccc3NC(=O)[C@@]12C
    -3	2	-12	-2	-5	-21	-14	4	-6	5	8
19	COc1cccc(NC(=O)c2nn(C)c3c2CS(=O)(=O)c2ccccc2-3)c1
    -5	-16	22	-2	17	-29	20	-17	-6	10	-2
20	COc1ccc(N(C(=O)c2cccnc2)S(=O)(=O)c2ccc3c(c2)n(C)c(=O)n3C)cc1
    11	34	4	-1	38	-1	4	-4	17	-6	8
21	CN(C)CCCNC(=O)c1cccc(-c2ccc3nncn3c2)c1
    ·	-3	-2	·	-10	-2	-12	-2	3	-16	6
22	C#CCCCCCCCCC(=O)NCCCC
    3	-14	-7	4	-12	-4	12	0	15	-2	10
23	Cc1ccc(NC(=O)c2nc[nH]c2C(=O)NCCCNC(=O)c2[nH]cnc2C(=O)Nc2ccc(C)cc2)cc1
    -26	20	20	·	7	-32	52*	-13	2	16	84*
24	O=C(c1ccccc1)N1CCN(c2ccc([N+](=O)[O-])c(NCc3ccco3)c2)CC1
    6	5	14	3	2	-3	-8	5	5	28	33
25	Cc1nc(C(=O)N2CCCC(C(=O)c3cccc(OC(C)C)c3)C2)cs1 (stereo not drawn)
    12	4	6	·	-2	19	16	-8	-9	12	10
26	O=C(CSc1nncs1)NC(=O)NC1CCCC1
    -4	5	-2	2	-3	-18	14	-1	12	1	5
27	O=C(Nc1ccccc1)OCc1cn(-c2ccc(Cl)cc2)nn1
    -3	-14	-1	0	-7	-12	5	-13	15	-4	15
28	CC1(c2cccc(Br)c2)NC(=O)N(CC(=O)NCC2CCCO2)C1=O (stereo not drawn)
    1	-2	0	1	13	-4	-5	8	6	2	-8
29	O=C(Nc1cccnc1)c1sc(Nc2ccccc2)nc1-c1ccccc1
    -29	-29	8	0	18	-15	8	0	-44	1	10
30	Cc1ccc(C)c(N2CCN(S(=O)(=O)c3cccc4cccnc34)CC2)c1
    0	10	-6	1	12	-31	6	7	7	21	10

(further entries)
The line under a structure holds: TRPM1 prom inh	TROY NFkB inh	TRAIL sens C8	NR2E3 ag-2	TWEAK-Fn14 inh	NR2E3 ag-1	CF NFkB block	KKLEB tox	HIF-2a block	Shn3 3UTR inh	Peg3 prom inh
31	O=C(CN1C(=O)CSc2ccc(S(=O)(=O)N3CCOCC3)cc21)NCCCN1CCOCC1
    10	17	-7	-1	8	8	-3	1	12	-4	17
32	O=C(Nc1ccc2c(c1)C(N1CCOCC1)c1ccccc1-2)C(F)(F)F (stereo not drawn)
    -3	-5	2	·	-22	29	-18	14	10	-38	9
33	O=C(Nc1ccc(C(F)(F)F)cc1)N1CCN(c2ccnc3cc(Cl)ccc23)CC1
    -2	58*	9	-3	25	21	-10	-10	45*	·	38
34	COC(=O)c1ccccc1NC(=O)Nc1cc(C(C)(C)C)on1
    -41	44	10	-2	24	-62	-19	18	-170	1	-61
35	COc1ccc2c(C)cc3nncn3c2c1
    -10	-7	-2	1	-35	-19	-24	10	20	4	17
36	O=C(NC1CCCN(Cc2ccc(Cl)cc2)C1)c1cnc2ccccn2c1=O (stereo not drawn)
    3	21	-4	1	1	14	-38	5	8	7	6
37	O=C(O)C1CC=CCC1C(=O)Nc1ccccc1 (stereo not drawn)
    5	8	12	-2	6	-14	9	-9	0	7	-37
38	CC(=O)N1CCCC(C)(C(=O)Nc2ccc3oc(C)nc3c2)C1 (stereo not drawn)
    ·	-6	-4	·	4	0	8	4	-3	2	7
39	CCOC(=O)c1c(NC(=S)NC(=O)c2ccc(Cn3cc(Cl)cn3)o2)sc2c1CCC(C)C2 (stereo not drawn)
    9	-6	37	4	-28	-22	4	4	-5	27	7
40	CC(=O)c1ccc(S(=O)(=O)Nc2ccc(C(=O)NC3CC3)cc2)cc1
    -1	4	-10	·	-15	-4	-21	8	3	-9	-2
41	O=C(c1ccc2ccccc2c1)N1CCN(S(=O)(=O)/C=C/c2ccccc2)CC1
    3	-7	-1	0	-4	-18	12	-10	-17	5	-2
42	O=C(CSc1nc2ccccc2o1)N1CCOCC1
    -3	-5	0	-1	1	-30	6	9	-76	7	-26

In a second layout: entries from further up.
33	O=C(Nc1ccc(C(F)(F)F)cc1)N1CCN(c2ccnc3cc(Cl)ccc23)CC1
  TRPM1 prom inh: -2 | TROY NFkB inh: 58* | TRAIL sens C8: 9 | NR2E3 ag-2: -3 | TWEAK-Fn14 inh: 25 | NR2E3 ag-1: 21 | CF NFkB block: -10 | KKLEB tox: -10 | HIF-2a block: 45* | Shn3 3UTR inh: · | Peg3 prom inh: 38
34	COC(=O)c1ccccc1NC(=O)Nc1cc(C(C)(C)C)on1
  TRPM1 prom inh: -41 | TROY NFkB inh: 44 | TRAIL sens C8: 10 | NR2E3 ag-2: -2 | TWEAK-Fn14 inh: 24 | NR2E3 ag-1: -62 | CF NFkB block: -19 | KKLEB tox: 18 | HIF-2a block: -170 | Shn3 3UTR inh: 1 | Peg3 prom inh: -61
35	COc1ccc2c(C)cc3nncn3c2c1
  TRPM1 prom inh: -10 | TROY NFkB inh: -7 | TRAIL sens C8: -2 | NR2E3 ag-2: 1 | TWEAK-Fn14 inh: -35 | NR2E3 ag-1: -19 | CF NFkB block: -24 | KKLEB tox: 10 | HIF-2a block: 20 | Shn3 3UTR inh: 4 | Peg3 prom inh: 17
36	O=C(NC1CCCN(Cc2ccc(Cl)cc2)C1)c1cnc2ccccn2c1=O (stereo not drawn)
  TRPM1 prom inh: 3 | TROY NFkB inh: 21 | TRAIL sens C8: -4 | NR2E3 ag-2: 1 | TWEAK-Fn14 inh: 1 | NR2E3 ag-1: 14 | CF NFkB block: -38 | KKLEB tox: 5 | HIF-2a block: 8 | Shn3 3UTR inh: 7 | Peg3 prom inh: 6

In another format: entries from further up
| cpd | Compound | TRPM1 prom inh | TROY NFkB inh | TRAIL sens C8 | NR2E3 ag-2 | TWEAK-Fn14 inh | NR2E3 ag-1 | CF NFkB block | KKLEB tox | HIF-2a block | Shn3 3UTR inh | Peg3 prom inh |
| --- | --- | --- | --- | --- | --- | --- | --- | --- | --- | --- | --- | --- |
| 38 | CC(=O)N1CCCC(C)(C(=O)Nc2ccc3oc(C)nc3c2)C1 (stereo not drawn) | · | -6 | -4 | · | 4 | 0 | 8 | 4 | -3 | 2 | 7 |
| 33 | O=C(Nc1ccc(C(F)(F)F)cc1)N1CCN(c2ccnc3cc(Cl)ccc23)CC1 | -2 | 58* | 9 | -3 | 25 | 21 | -10 | -10 | 45* | · | 38 |

An excerpt; rates above refer to the full screens.
